Screening results (PubChem BioAssay)
TLR9-MyD88 block: TLR9-MyD88 interaction inhibition. Q9NR96+Q99836. CHO BLA complementation TLR9-MyD88, CCF4 FRET ratio. inhibition, % at 4.98 µM. 0.21% of 340,000 active. AID 504734;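 active means inhibition above the mean over all tested compounds plus 3 SD, cut at about 21% in these data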;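 further: 0% = DMSO only wells and 100% = clavulanate BLA inhibitor control wells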
SRC3 inh: inhibitors of human steroid receptor coactivator 3 (SRC3); HEK293 GAL4-SRC3 luciferase reporter, luminescence; inhibition, % at 3.6 µM; 0.17% of 360,000 active; AID 588352;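 active means inhibition above a per-campaign cutoff, the mean of all compounds plus 3 SD, cut at about 60% in these data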;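 further: 0% = DMSO-treated cells and 100% = gossypol-treated cells at 36 µM; higher means less SRC3-driven luciferase light from the GAL4 reporter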
NR2F2 inh: blocks human COUP-TFII nuclear receptor | HEK293T NGFI-A luciferase reporter, luminescence | AID 686940 | inhibition, % at 8.6 µM | P24468 | 0.7% of 370,000 active;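 active means inhibition above a per-plate cutoff, mean inhibition of test wells between control levels plus 3 SD, cut at about 38% in these data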;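 further: cells cotransfected with COUP-TFII expression vector driving the NGFI-A reporter; 0% = median of COUP-TF2 test wells and 100% = reporter-only cells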
LMP1 NFkB inh: inhibitors of Epstein-Barr LMP1-induced NF-kappaB reporter | 0.69% of 350,000 active | inhibition, % at 12.5 µM | AID 504558 | LMP1-induced NF-kappaB luciferase reporter cells, luminescence; in the data active means inhibition above about 41%; inconclusive means no clear call, values can overlap the other calls;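 further: 0% = neutral control wells and 100% = reference inhibitor control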
Vif imaging: HIV Vif inhibition; HEK293T cells, Vif self-association by quenched fluorescence, imaging, 24 h; inhibition, % at 7.49 µM; 0.35% of 340,000 active; AID 602346; in the data active means inhibition above about 50%, passing the limit was not always enough; inconclusive means no clear call, values can overlap the other calls; inactive means below about 31%; further: some results filed as inactive read as strong as hits
C8 TRAIL sens: caspase-8 TRAIL sensitization; NB7+C8 cells + TRAIL, ATPlite viability luminescence; inhibition (viability loss, TRAIL sensitization), % at 10 µM; 1% of 360,000 active;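 active means compounds causing at least 50% loss of cell viability in the single-dose screen, relative to plate controls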
LRH-1 inv ag: suppresses constitutive activity of human LRH-1; O00482; HEK293T StAR-luciferase reporter, LRH-1 transfected, 24 h; inhibition, % at 3.6 µM; 0.13% of 360,000 active; AID 602396;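 active means inhibition above the mean inhibition of all tested compounds plus 3 SD, cut at about 73% in these data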;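 further: 0% = DMSO wells and 100% = reporter-only cells lacking LRH-1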
Target sequence (O00482 whole entry, looked up): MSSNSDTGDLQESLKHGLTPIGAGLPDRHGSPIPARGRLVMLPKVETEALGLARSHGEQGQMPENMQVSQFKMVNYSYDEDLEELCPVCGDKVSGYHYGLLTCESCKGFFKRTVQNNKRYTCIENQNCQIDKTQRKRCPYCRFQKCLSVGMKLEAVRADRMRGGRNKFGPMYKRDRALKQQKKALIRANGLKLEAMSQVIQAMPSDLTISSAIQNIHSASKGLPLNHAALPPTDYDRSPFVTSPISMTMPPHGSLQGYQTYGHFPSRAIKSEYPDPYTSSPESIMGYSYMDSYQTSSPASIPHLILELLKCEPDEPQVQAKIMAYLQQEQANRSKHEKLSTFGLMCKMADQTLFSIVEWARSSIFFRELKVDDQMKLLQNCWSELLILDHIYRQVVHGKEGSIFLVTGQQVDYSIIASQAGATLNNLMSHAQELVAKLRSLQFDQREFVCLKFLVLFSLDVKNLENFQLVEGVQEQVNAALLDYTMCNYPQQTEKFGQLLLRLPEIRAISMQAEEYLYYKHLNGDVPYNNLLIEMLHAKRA
NOD2 RIPK2 PPI: NOD2-RIPK2 protein interaction inhibition; AID 624267; inhibition, % at 4.98 µM; 0.38% of 360,000 active; CHO BLA complementation NOD2-RIPK2, CCF4 ratio; in the data active means inhibition above about 21%;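 further: 0% = vehicle only and 100% = reference blocker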
Target sequence (O43353 whole entry, looked up): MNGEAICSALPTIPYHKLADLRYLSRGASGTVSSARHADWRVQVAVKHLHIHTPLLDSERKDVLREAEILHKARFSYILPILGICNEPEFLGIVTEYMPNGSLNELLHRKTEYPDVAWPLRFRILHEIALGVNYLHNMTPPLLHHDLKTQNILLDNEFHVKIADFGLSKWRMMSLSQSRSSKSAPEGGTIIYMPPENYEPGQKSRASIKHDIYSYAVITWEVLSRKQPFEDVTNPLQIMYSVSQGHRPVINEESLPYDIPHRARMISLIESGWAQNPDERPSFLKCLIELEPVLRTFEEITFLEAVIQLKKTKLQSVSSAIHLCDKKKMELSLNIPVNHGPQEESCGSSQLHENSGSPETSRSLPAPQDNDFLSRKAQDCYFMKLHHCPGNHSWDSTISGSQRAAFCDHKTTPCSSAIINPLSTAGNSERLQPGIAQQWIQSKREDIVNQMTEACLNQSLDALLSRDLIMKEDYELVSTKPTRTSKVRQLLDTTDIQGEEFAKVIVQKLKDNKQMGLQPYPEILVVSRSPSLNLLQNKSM
NCOA2 inhibitor: inhibits human steroid receptor coactivator 2; inhibition, % at 9 µM; Q15596; 0.17% of 370,000 active; HEK293 GAL4-SRC2 luciferase reporter, luminescence;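 active means inhibition above the mean inhibition of all tested compounds plus 3 SD, set per campaign, cut at about 52% in these data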;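 further: 0% = DMSO treated cells and 100% = cells given Gossypol at 36 µM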
SRC1 inh: inhibitors of human steroid receptor coactivator 1 (SRC1); Q15788; HEK293 GAL4-SRC1 luciferase reporter, luminescence; inhibition, % at 3.6 µM; 0.12% of 360,000 active;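 active means inhibition above the campaign mean plus 3 SD, with each screening campaign given its own cutoff, cut at about 60% in these data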;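 further: 0% = DMSO treated cells and 100% = gossypol at 36 µM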
TROY signal inh: TROY signaling inhibition | Q293 LMP1-TROYcd NF-kB luciferase reporter, 4 h | inhibition, % at 10 µM | 0.98% of 360,000 active | AID 1347056;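 active means compounds whose plate-normalised and pattern-corrected inhibition of the luciferase reporter signal at the single screening dose is 50% or more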
* hit, by the source's call; i = inactive; ? = inconclusive; / = no result given.

SMILES | TLR9-MyD88 block | SRC3 inh | NR2F2 inh | LMP1 NFkB inh | Vif imaging | C8 TRAIL sens | LRH-1 inv ag | NOD2 RIPK2 PPI | NCOA2 inhibitor | SRC1 inh | TROY signal inh
COC(=O)C1=C(C(=O)OC)C2(OC1c1ccc(Br)cc1)C(=O)c1ccccc1C2=O (stereo not drawn) | -4 | 14 | 1 | 1 | -2 | -13 | -5 | 0 | 16 | -4 | 4
Cc1c(C(=O)NCCC2=CCCCC2)cccc1[N+](=O)[O-] | -5 | -20 | -8 | -16 | -4 | -21 | -43 | -3 | -29 | -65 | -42
COc1cc(/C=C2\C(=N)N3N=C(S(C)(=O)=O)SC3=NC2=O)cc(OC)c1OCCOc1ccc(C)cc1 | 0 | -2 | 6 | -3 | -10 | 2 | -4 | -2 | 27 | 10 | -5
Cc1cccc(N2CCN(C(=O)C(C)n3nc(C)n4c(cc5occc54)c3=O)CC2)c1C (stereo not drawn) | -10 | 5 | 11 | 14 | -4 | 3 | -2 | -1 | -11 | -4 | -11
COC(=O)C1=C(C(=O)OC)[C@]2([C@@H]3CCCCN[C@@H](Cc4ccccc4)C(=O)N3Cc3ccccc3)C=C[C@H]1O2 | -13 | 20 | 19 | 18 | -3 | 18 | 11 | -12 | -3 | 2 | -3
Oc1ccc(-c2nc3ccccc3nc2-c2ccc(O)cc2O)c(O)c1 | 1 | -10 | -4 | -20 | 14 | -4 | -2 | 2 | 4 | 0 | 4
COc1ccccc1C(=O)NC(CCSC)C(=O)NNC(=O)c1ccncc1 (stereo not drawn) | 0 | -13 | 21 | 2 | 8 | -8 | -11 | 3 | -16 | 10 | 0
O=C1/C(=C\c2c(NCCOCCO)nc3ccccn3c2=O)SC(=S)N1Cc1ccco1 | 6 | -24 | -2 | 35 | i | 11 | 6 | 3 | -21 | -2 | 8
CN(Cc1cccc(F)c1)C(=O)c1cccc(S(=O)(=O)N2CCN(Cc3ccccc3)CC2)c1 | -4 | 0 | -14 | 2 | / | -5 | -8 | -7 | 9 | -24 | 25
Nc1ccccc1Nc1ccc([N+](=O)[O-])cc1[N+](=O)[O-] | -10 | 16 | -18 | 11 | 7 | -11 | -7 | -8 | -3 | -5 | -5
CCc1nc2ccccc2n1Cc1ccccc1F | -2 | -16 | 6 | 7 | 0 | -1 | 1 | -5 | 5 | 9 | 8
CCOC(=O)C1CCCc2c1[nH]c1c(C(N)=O)cccc21 (stereo not drawn) | -20 | -19 | -18 | 9 | 15 | -7 | 5 | -13 | -20 | -6 | 5
CCN(CC)S(=O)(=O)c1cccc(C(=O)NC(C(=O)NC2=NCCS2)C(C)C)c1 (stereo not drawn) | 2 | 10 | 2 | -4 | -2 | 20 | 7 | -12 | -3 | -4 | 0
OCC1(CCOc2ccccc2)CCN(Cc2nc3ccc(F)cc3[nH]2)CC1 | -3 | -12 | 7 | 4 | -7 | 4 | 2 | -6 | -16 | 10 | -3
COc1ccc(C)c2sc(N(CCCN(C)C)C(=O)c3ccc(S(=O)(=O)N(C)C)cc3)nc12 | 0 | 16 | -1 | 4 | -3 | 5 | -7 | 9 | 0 | 2 | -2
CCc1ccc(N(C(=O)c2snc(C(N)=O)c2N)C(C(=O)NC2CCCC2)c2ccco2)cc1 (stereo not drawn) | -12 | -7 | 20 | 5 | 16 | 0 | 2 | 2 | -11 | -58 | -23
Cc1ccc(NC(=O)NC(=O)CN2C(=O)NC3(CCc4ccccc43)C2=O)c(C)c1 (stereo not drawn) | -3 | 15 | 17 | -5 | -3 | 7 | 4 | 10 | 1 | 6 | 7
O=C(C1=C[C@@H](c2ccc(Br)cc2)C[C@@H](OCCCCO)O1)N1CCOCC1 | 8 | 8 | -1 | -20 | -4 | -9 | 4 | 4 | -2 | -9 | -7
O=C(CN1C(=O)NC2(CCCCCC2)C1=O)NCc1ccc(Cl)cc1 | -1 | 13 | 6 | 1 | 8 | -6 | 11 | -11 | -1 | 6 | -6
OC(CN1CCN(c2ccccc2)CC1)c1ccc2c(c1)CCN2 (stereo not drawn) | -9 | -9 | 6 | -11 | -4 | -32 | 4 | -5 | -17 | -14 | 11
COc1ccc(OC)c(NC(=O)CSc2nnc(C3CCCCC3)n2N)c1 | -8 | 17 | -8 | 0 | -14 | 6 | -8 | -2 | -28 | 10 | 3
C[C@H](NC(=O)c1nc[nH]c1C(=O)N1CCN(C(=O)OC(C)(C)C)CC1)c1ccccc1 | -7 | 7 | -5 | -4 | -3 | 2 | 6 | 0 | 16 | 9 | -19
COc1cccc(CNC(=O)CCNC(=O)c2ccco2)c1 | 1 | 15 | -5 | -4 | 0 | -5 | 12 | -23 | 16 | 1 | -1
NS(=O)(=O)c1ccc(NC(=O)COC(=O)CCCN2C(=O)c3cccc4cccc(c34)C2=O)cc1 | -2 | -1 | -16 | 2 | ? | -8 | -4 | -4 | -31 | -4 | -12
COc1cc(/C=C/C(=O)NC(C)(C)C)ccc1OCc1ccccc1 | 5 | -6 | 5 | -14 | -21 | 22 | 16 | 7 | 17 | -25 | -7
Cc1cc2nc(-c3ccccc3)c(Cc3ccsc3)n2c(C)c1Br | / | / | -14 | / | / | 10 | 25 | 5 | -21 | / | -36
Cc1ccc2[nH]c(C(=O)N3CCN(c4cccc(Cl)c4)CC3)cc2c1 | 0 | 12 | -15 | 3 | 7 | -9 | -9 | -4 | 3 | 2 | 20
Cc1n[nH]c(C)c1N1C(=O)c2cccc3c(Br)ccc(c23)C1=O | 48* | -11 | 7 | 3 | 14 | -7 | 0 | 57* | -6 | -7 | 13
CN(CC(=O)NCc1ccccn1)S(=O)(=O)c1ccc(Br)cc1 | -8 | 3 | 0 | 3 | -3 | 38 | 8 | -16 | 5 | -6 | 24
CC(c1ccccc1)C(NC(=O)OCC1c2ccccc2-c2ccccc21)C(=O)O (stereo not drawn) | -6 | -5 | -4 | 8 | -3 | 2 | -6 | -1 | -3 | 2 | 10
CCN(CC)S(=O)(=O)c1ccc(C(=O)NNc2nc(-c3ccccc3)c3cc(Br)ccc3n2)cc1 | 4 | 8 | 6 | 16 | / | -2 | 3 | -3 | 2 | 0 | -17
COc1ccc(Cl)cc1C(=O)OCC(=O)NCCNC(=O)COC(=O)c1cc(Cl)ccc1OC | 8 | 6 | -8 | 0 | -7 | -15 | 21 | 2 | 2 | -8 | -24
CC1(C(=O)NS(=O)(=O)c2cccc(C#N)c2)CCN1C(=O)Cc1ccc(Cl)cc1Cl (stereo not drawn) | / | -2 | 0 | / | -7 | 4 | -15 | -9 | 4 | -8 | -18
CC12CC3CC(C)(C1)CC(C(=O)Nc1nncs1)(C3)C2 | -5 | -15 | 0 | -7 | 0 | -7 | 1 | -13 | -8 | -14 | -4
O=C(NCCc1ccccc1)C1Cc2c(-c3ccc4c(c3)OCO4)ccnc2O1 (stereo not drawn) | / | -1 | -5 | / | 3 | 1 | 28 | 5 | -4 | 6 | 10
O=C(COc1ccc2c3c(c(=O)oc2c1)CCC3)NCC1CCC(C(=O)O)CC1 (stereo not drawn) | 4 | 7 | -8 | 2 | -1 | 4 | 0 | -1 | -8 | 2 | 3
CSc1ccc(Cl)c(C(=O)NNC(=O)c2cccs2)c1 | -2 | -17 | -14 | -6 | -3 | -6 | -16 | -7 | -31 | -22 | 2
COc1ccc(C(=O)NCCS(=O)(=O)N2CCCC2)cc1 | -5 | -14 | -4 | -4 | 14 | 0 | -5 | 8 | -3 | -40 | -10
O=C(CCNC(=O)c1ccc([N+](=O)[O-])cc1)Nc1nc2ccccc2[nH]1 | 0 | -4 | 12 | -14 | 8 | -6 | -18 | -6 | -28 | -37 | 14
CCOc1cccc(C(=O)Nc2cccc(C(=O)NC(C)(C)C)c2)c1 | 7 | 11 | 12 | 0 | 3 | -20 | 0 | -1 | -29 | -3 | -12
COc1cccc(NC(=O)CN(C)C(=O)c2ccccc2-c2nc3ccccc3s2)c1 | -3 | 2 | 15 | 6 | 0 | 14 | 1 | 0 | -16 | -19 | 21
COc1cccc(NS(=O)(=O)c2cc3c(cc2C)N(C(C)=O)CCO3)c1 | 6 | 16 | 0 | -6 | 2 | -4 | -1 | 11 | 16 | 7 | -3
CCOc1cc2c3c(c1)C(C)CC(C)(C)N3C(=O)C2=O (stereo not drawn) | 5 | 5 | -3 | -4 | / | -24 | 13 | -7 | -15 | -6 | 11
Cn1cnnc1SCC(=O)Nc1cccc(S(=O)(=O)N2CCCCCC2)c1 | 10 | 0 | 4 | 4 | -3 | -9 | -11 | -9 | 0 | 5 | 10
COc1ccc(CN(C)CC(=O)Nc2ccccc2C(F)(F)F)cc1 | -4 | 14 | -15 | -23 | -4 | -33 | -1 | -1 | -7 | 5 | 8
O=C(CN1C(=O)C(=O)N(C2CCCC2)C1=O)Nc1ccc(Cl)cc1C(F)(F)F | -13 | 5 | -2 | 1 | 0 | -2 | 19 | 0 | -4 | 12 | -9
Cc1ccc(NC(=O)c2ccc3snnc3c2)cc1 | 3 | -81 | -52 | -4 | -3 | 20 | -80 | 4 | -27 | -71 | -42
COc1cc(NC(=O)CSCc2ccc(Cl)cc2)c(C(=O)O)cc1OC | 9 | -20 | 9 | 4 | 0 | 6 | -3 | -1 | 4 | 5 | 6
Cc1ccc(S(=O)(=O)CCC(=O)OCc2nc(N)nc(Nc3ccccc3C)n2)cc1 | -4 | -5 | -10 | -2 | / | -6 | -10 | -7 | -1 | 4 | -20
Cc1csc(NC(=O)CSc2nnc(-c3ccoc3C)o2)n1 | -9 | -41 | -38 | -9 | -1 | 15 | -98 | 1 | -77 | -109 | -34

Remaining list, next part.
SMILES | TLR9-MyD88 block | SRC3 inh | NR2F2 inh | LMP1 NFkB inh | Vif imaging | C8 TRAIL sens | LRH-1 inv ag | NOD2 RIPK2 PPI | NCOA2 inhibitor | SRC1 inh | TROY signal inh
O=c1c2c(nc3cc(-c4ccc(Cl)cc4)[nH]n13)CCS2 | 4 | -88 | -48 | -17 | 1 | 51* | -176 | 1 | -89 | -94 | -17
COc1cc(C(=O)OC2CCOC2=O)c([N+](=O)[O-])cc1OC (stereo not drawn) | -8 | 15 | 24 | -7 | 6 | -4 | -12 | -3 | -38 | 7 | 9
CCN(c1ccccc1)S(=O)(=O)c1ccc(OCC(=O)N2CCCC2)cc1 | -11 | 14 | -2 | -3 | 15 | -3 | 3 | -18 | -5 | -2 | -8
CCOc1ccc(C(=O)Nc2c(C(=O)N3CCC(N4CCCCC4)CC3)oc3ccccc23)cc1 | 7 | -2 | 9 | -19 | 3 | 14 | -18 | -6 | -33 | -21 | 6

2 of the compounds above, with each value named:
CCN(c1ccccc1)S(=O)(=O)c1ccc(OCC(=O)N2CCCC2)cc1
  TLR9-MyD88 block = -11	SRC3 inh = 14	NR2F2 inh = -2	LMP1 NFkB inh = -3	Vif imaging = 15	C8 TRAIL sens = -3	LRH-1 inv ag = 3	NOD2 RIPK2 PPI = -18	NCOA2 inhibitor = -5	SRC1 inh = -2	TROY signal inh = -8

CCOc1ccc(C(=O)Nc2c(C(=O)N3CCC(N4CCCCC4)CC3)oc3ccccc23)cc1
  TLR9-MyD88 block = 7	SRC3 inh = -2	NR2F2 inh = 9	LMP1 NFkB inh = -19	Vif imaging = 3	C8 TRAIL sens = 14	LRH-1 inv ag = -18	NOD2 RIPK2 PPI = -6	NCOA2 inhibitor = -33	SRC1 inh = -21	TROY signal inh = 6

An excerpt. The share of hits here may be higher or lower than overall.
